Screening data: PubChem BioAssay, The Scripps Research Institute Molecular Screening Center
OXTR potentiator – potentiators of human oxytocin receptor | activation, % at 3 µM | 320,000 tested, 0.061% active | AID 2445 | CHO-OTR cells, Fluo-8 calcium fluorescence, potentiator mode; 0% = oxytocin EC15, 100% = EC100 | P30559;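 active means activation above that plate's cutoff, the mean activation of tested compounds plus 3 SD, cut at about 6.6% in these data, passing the limit was not always enough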;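 further: 100% uses oxytocin at 75 nM as the full agonist control; some results filed as inactive read as strong as hits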
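Material: CHO-OTR cells, human receptor; compound dosing: single dose, 3.0 µM nominal final compound concentration; schedule: 6 min compound pre-incubation at room temperature, 100 s kinetic read; measured by: kinetic Fluo-8 calcium fluorescence; read-out basis: % activation vs EC15 and EC100 oxytocin; controls: EC15 oxytocin alone as 0%, 75 nM oxytocin as 100%; replicates: singlicate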
M1 antag – blocks human M1 muscarinic receptor. P11229. CHO-K1 hM1, Fluo-8 calcium fluorescence, ACh EC80 antagonist. inhibition, % at 3 µM. 360,000 tested, 1.3% active;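 active means percent inhibition above its own plate's cutoff, namely the mean of that plate's compound wells plus 3 SD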;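 further: peak over basal fluorescence ratio during 140 s after agonist addition; 0% = ACh EC80 plus DMSO and 100% = DMSO alone without agonist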
Target sequence (P11229 whole entry, looked up): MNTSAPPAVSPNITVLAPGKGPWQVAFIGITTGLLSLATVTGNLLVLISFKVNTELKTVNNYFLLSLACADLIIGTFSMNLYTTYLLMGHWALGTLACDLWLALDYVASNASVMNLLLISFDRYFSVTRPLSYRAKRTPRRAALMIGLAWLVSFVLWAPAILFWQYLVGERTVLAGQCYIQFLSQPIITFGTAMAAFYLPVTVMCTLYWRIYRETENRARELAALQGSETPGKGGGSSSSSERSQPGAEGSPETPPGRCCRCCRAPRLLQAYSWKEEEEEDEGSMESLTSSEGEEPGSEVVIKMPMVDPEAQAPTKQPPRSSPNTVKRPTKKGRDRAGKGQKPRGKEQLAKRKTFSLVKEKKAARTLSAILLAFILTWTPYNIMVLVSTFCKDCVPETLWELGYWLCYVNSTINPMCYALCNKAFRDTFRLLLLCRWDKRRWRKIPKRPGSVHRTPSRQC
TAAR1 ag – human TAAR1 agonism. Q96RJ0. CHO RD-HGA16 TAAR1, Fluo-8 calcium fluorescence; vehicle wells 0%, saturating PEA agonist 100%. activation, % at 3 µM. 360,000 tested, 0.99% active;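 active means activation above the mean activation of all test compounds in the run plus 3 SD, cut at about 38% in these data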
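System: CHO RD-HGA16 cells carrying human TAAR1 plus Gα16; Incubation: 17-24 h seeding, 75 min 37 °C dye, 30 min RT; Measured by: Fluo-8 fluorescence, 5 s baseline then 140 s kinetic read; Control set: DMSO and PEA EC100; Replication: single well for each compound.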
OXTR ag – human OXTR agonism. P30559. CHO-OTR cells, Fluo-8 calcium fluorescence; normalized: DMSO 0%, oxytocin 100%. activation, % at 3 µM. 320,000 tested, 0.32% active;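 active means activation above the mean of all tested compounds plus 3 SD, cutoff set per screening run, cut at about 20% in these data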;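 further: peak over basal fluorescence ratio from a 100 s FLIPR kinetic read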
V1R ag counter – activates human V1a receptor in oxytocin agonist counter-screen. P37288. CHO-V1R cells, Fluo-8 calcium fluorescence, agonist mode; 0% DMSO, 100% 3 nM vasopressin. activation, % at 3 µM. 320,000 tested, 0.25% active. AID 2797;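 active means activation above the mean activation of all tested compounds plus 3 SD, per screening run, cut at about 20% in these data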;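 further: signal is peak over basal fluorescence ratio across a 100 second FLIPR read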
Target sequence (P37288 whole entry, looked up): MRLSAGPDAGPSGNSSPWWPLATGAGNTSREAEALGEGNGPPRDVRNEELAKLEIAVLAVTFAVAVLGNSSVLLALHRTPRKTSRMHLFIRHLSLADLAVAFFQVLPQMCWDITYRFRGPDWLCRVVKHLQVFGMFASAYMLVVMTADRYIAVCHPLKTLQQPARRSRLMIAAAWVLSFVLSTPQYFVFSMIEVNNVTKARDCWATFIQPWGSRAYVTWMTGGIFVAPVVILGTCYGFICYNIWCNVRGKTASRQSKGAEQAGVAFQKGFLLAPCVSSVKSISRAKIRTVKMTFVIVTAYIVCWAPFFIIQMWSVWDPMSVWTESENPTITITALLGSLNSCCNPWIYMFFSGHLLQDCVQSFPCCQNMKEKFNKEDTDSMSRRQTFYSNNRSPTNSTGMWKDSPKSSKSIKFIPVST
CHRM1 PAM – human CHRM1 positive allosteric modulation. AID 588819. CHO-K1 hM1, Fluo-8 calcium fluorescence, ACh EC20; 0% = ACh EC20, 100% = maximal ACh. P11229. activation, % at 3 µM. 360,000 tested, 0.088% active; in the data active means activation above about 19%, passing the limit was not always enough
CHRM1 agonist – human M1 muscarinic receptor agonism. activation, % at 3 µM. 360,000 tested, 0.33% active. P11229. AID 588814. CHO-K1 hM1, Fluo-8 calcium fluorescence, agonist mode; 0% DMSO, 100% acetylcholine EC100;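 active means activation above the run's mean compound activation plus 3 SD, cut at about 16% in these data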;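 further: peak over basal fluorescence ratio within a 140 s kinetic read after compound addition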
TAAR1 antag – antagonists of human TAAR1. inhibition, % at 3 µM. CHO RD-HGA16 TAAR1, Fluo-8 calcium fluorescence, antagonist. Q96RJ0. 360,000 tested, 1.5% active;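 active means inhibition above a per-plate cutoff, the mean inhibition of test compounds on that plate plus 3 SD, cut at about 49% in these data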;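 further: 0% = DMSO plus EC80 beta-PEA response and 100% = DMSO alone without agonist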
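test system = CHO RD-HGA16 cells bearing hTAAR1 | replication = singlicate | controls = DMSO-only wells and EC80 β-PEA-stimulated wells | reagent = EC80 β-phenethylamine stimulus | read-out basis = percent inhibition of PEA-evoked calcium signal, max/basal emission ratio | schedule = seeding 17-24 h prior, 75-min 37 °C, 30-min RT dye loading | signal = kinetic Fluo-8 calcium fluorescence measurement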
CHO parental Ca – signal in parental CHO cells, OX1R antagonist counter-screen | AID 463079 | 330,000 tested, 0.63% active | parental CHO-K1, ATP-induced calcium, Fluo-8 fluorescence | inhibition, % at 5.6 µM;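 active means inhibition above that plate's mean sample inhibition plus 3 SD, cut at about 26% in these data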;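 further: 0% = ATP-challenged DMSO wells and 100% = DMSO wells without ATP; some compounds past the cut are filed as inactive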
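Measured by: calcium-sensitive Fluo-8 fluorescence / Test system: CHO parental line / Controls: ATP-challenged DMSO wells low, unchallenged DMSO wells high / Measure: % inhibition / Compound: single nominal dose of 5.6 µM per compound / Replicates: single well per compound, no replicates / Reagent: ATP as calcium-mobilizing challenge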
* = called active by the depositor; / = not tested or not shown.

SMILES	OXTR potentiator	M1 antag	TAAR1 ag	OXTR ag	V1R ag counter	CHRM1 PAM	CHRM1 agonist	TAAR1 antag	CHO parental Ca
Cc1ccc(NC(=O)c2ccc(Br)o2)c([N+](=O)[O-])c1	/	-12	-1	/	/	7	-2	-10	/
Cc1[nH]c(=O)[nH]c(=O)c1S(=O)(=O)N1CCCC(C(=O)NCCc2ccccc2)C1 (configuration not stated)	-2	-27	3	0.5	-0.3	3	-4	-2	-12
CCN(CC(=O)Nc1c(F)cccc1F)C(=O)CCNC(=O)c1ccco1	/	-1	2	/	/	5	-3	-45	/
O=C(Nc1ccc(S(=O)(=O)Nc2nccs2)cc1)c1cccc(S(=O)(=O)N2CCOCC2)c1	-10	-12	0	1.1	0.0	3	-6	-15	3
CCn1c(C)cc(=O)cc1-c1ccc(Cl)cc1	-7	-2	-1	0.5	0.4	8	-7	1	1
CC(C)(C)C(=O)Nc1cccc(C(=O)Nc2cc(C(=O)O)cc(C(=O)O)c2)c1	-4	-8	0	0.6	0.0	5	-7	-18	-5
CCO[C@H]1OC(C(N)=O)=C[C@@H](C2CC2)[C@@H]1CCCO	-10	/	/	-0.1	0.4	/	/	/	-6
Cc1noc(C)c1-c1ccc(C(=O)NCCc2ccccc2)c2occc12	/	0	-2	/	/	-5	-6	4	/
Nc1ccccc1-c1nc2ccccc2c(=O)o1	-2	-26	0	-1.0	0.2	18	-7	-14	-4
O=C(COC(=O)c1ccncc1)Nc1cccc(Cl)c1	-11	-31	18	0.5	0.2	9	3	-8	7
COc1ccccc1NC(=O)/C(C#N)=C/c1ccc(OCCN2CCOCC2)c(OC)c1	-2	-6	/	1.1	3.0	6	1	/	-6
O=C(COc1ccccc1)NNC(=O)c1cc2ccccc2oc1=O	-6	-2	45*	0.4	-0.2	2	-8	1	-5
N#Cc1nc(-c2ccc(OCc3ccccc3)cc2)oc1N1CCC(C(N)=O)CC1	-12	-1	4	0.0	0.2	3	-5	30	11
COc1ccccc1NC(=O)CSc1nccn1Cc1ccc(F)cc1	-5	-15	1	-0.8	4.0	10	-1	5	-9
Cc1ccc(S(=O)(=O)NCCCCCC(=O)NCCc2ccccc2)cc1	-7	-5	18	-0.7	1.9	1	-3	-12	-22
O=C(OCc1cn([C@@H]2CN(C(=O)C3CCCCC3)[C@@H](c3ccc(Cl)cc3)C[C@H]2O)nn1)c1ccccc1	/	-7	3	/	/	4	-6	8	/
c1cc2c(nn1)CCc1nonc1-2	0	-19	9	0.3	-0.3	5	-3	7	-4
COC(=O)c1ccc(C2c3c(oc4cc(C)c(C)cc4c3=O)C(=O)N2CCCN(C)C)cc1 (configuration not stated)	0	/	/	1.8	-0.2	/	/	/	-23
FC(F)(F)c1cnc(NNC(=S)Nc2ccccc2Cl)c(Cl)c1	-16	13	21	17	14	-2	4	11	8
Cc1ccc(C(=O)O)cc1NC(=S)NC(=O)C(c1ccccc1)c1ccccc1	-6	-26	0	-0.7	0.3	1	-2	14	9
COC(=O)c1cc(NC(=O)c2cccc(C(F)(F)F)c2)c(=O)oc1C	-7	-9	2	0.6	-1.0	14	-9	-15	-5
CCCCn1c(N)c(N(Cc2ccccc2OC)C(=O)CN2C(=O)NC3(CCCC3)C2=O)c(=O)[nH]c1=O	-8	-7	1	-0.1	-0.2	3	-2	-28	-13
O=C(CNC(=O)c1ccccc1Cl)Nc1ccc(F)cc1	-6	4	1	-0.9	0.3	-3	-5	1	-5
CN1CCC(N(C)S(=O)(=O)c2ccc(Cl)cc2)CC1	-17	-3	0	1.6	0.6	-2	-9	-8	-9
CC(C)Oc1ccc(C(=O)Nc2nnc(SCC(=O)N3CCOCC3)s2)cc1	-2	-6	4	1.9	2.4	8	-5	-6	-14
CC(C)C(=O)N[C@H]1CCC2C3CC=C4C[C@@H](O)CC[C@]4(C)C3CC[C@@]21C (some centres not stated)	-2	-17	3	0.3	3.7	11	-7	-25	-18
COc1cc2ccccc2cc1C(=O)Nc1ccccc1N1CCCC1	-13	-1	0	-2.3	-1.1	3	-4	9	-7
O=C1NC(=O)c2c(Br)c(Br)c(Br)c(Br)c21	/	1	3	/	/	17	1	-5	/
Cc1ccccc1-c1nc(CS(=O)CC(=O)NCc2ccccn2)c(C)o1 (configuration not stated)	2	-1	0	-0.7	0.3	6	0	-8	-8
C/C(N)=C(/C#N)C(=O)COC(=O)c1cc2c(s1)CCC(C)C2 (configuration not stated)	-6	-8	10	7.0	9.2	10	3	22	-10
Cc1ccc(C)c(N2CCN(C(=O)c3ccc(CS(=O)Cc4ccc(Cl)cc4)o3)CC2)c1 (configuration not stated)	-11	-2	-1	3.5	4.0	9	2	9	32
CCOc1ccc(S(=O)(=O)Oc2ccc3ccccc3c2)cc1	-10	2	0	-0.6	1.6	-9	-8	33	6
Cc1cccc(OCC(=O)NNC(=O)CCCCC(=O)NNC(=O)COc2cccc(C)c2)c1	/	-13	0	/	/	9	-2	-8	/
O=C(CSc1nnc(NCc2ccccc2)s1)c1ccco1	-8	-23	9	-0.2	0.6	-2	-2	-2	-14
CCN(CC)CCCNC(=O)CCC(=O)NNc1nc2ccccc2c2nc(C)nn12	-8	0	5	-0.9	0.7	-5	-7	-2	11
O=C(CC1NCCc2ccccc21)Nc1ccc(Oc2ccccc2)cc1 (configuration not stated)	-11	1	42*	5.2	3.5	1	-13	-2	8
COc1ccc(/C=N/NC(=O)CNC(=O)c2ccc(S(=O)(=O)N3CCOCC3)cc2)cc1OC	-8	-11	-2	-0.8	-0.3	8	-8	5	-2
CC(=O)N1CCN(S(=O)(=O)c2cccc(C(=O)NNC(=O)COc3ccc(F)cc3)c2)CC1	0	-11	-1	-0.4	0.8	8	-2	9	-5
Cc1ccc(NC(=O)COc2coc(CN3CCc4ccccc4C3)cc2=O)c(C)c1	0	-2	-1	-0.6	0.5	1	4	-15	-24
CC1CCCC(C)N1C(=S)SCC(=O)O (configuration not stated)	-4	-15	0	0.7	1.4	8	-2	5	-9
COc1ccc(/C=C/C(=O)NC(=S)Nc2ccc(S(N)(=O)=O)cc2)cc1OC	-8	-8	1	-0.4	0.8	8	0	8	-3
S=c1[nH]nc(COc2ccccc2)n1/N=C/c1cccnc1	5	2	3	0.1	-0.6	3	-4	-1	-3
CS(=O)(=O)N(CC(=O)NCCSC1CCCCC1)c1ccccc1	-10	3	4	-1.0	-0.5	0	-6	13	-19
O=C1C=C(c2ccc3cc[nH]c3c2)C[C@@H](c2ccc3c(c2)OCO3)C1	-6	-5	/	2.1	1.6	6	4	/	-9
CN(c1ccc(C(=O)Nc2cccnc2)cc1)S(C)(=O)=O	-3	-2	5	0.4	0.3	-3	-3	-25	-8
CCOc1cc(/C=C2\SC(=N)N(c3nonc3N)C2=O)ccc1OCCN1CCOCC1	-12	-5	6	0.1	-0.2	0	-7	38	-8
COC(=O)C1=C(C)N(Cc2ccccc2)C(=O)N[C@H]1c1ccc(Br)cc1	-11	-19	12	-1.2	-0.2	12	-6	0	-33
Nc1ccc(-c2sc(N)nc2-c2ccccc2)cc1	-4	-4	6	3.3	2.6	8	0	3	-5
C=C(c1ccccc1)c1ccccc1N	4	0	8	-2.6	-1.3	4	-7	-5	-4
O=C(CSc1nc2ncc(Cl)cc2[nH]1)c1c[nH]c2ccccc12	-7	-10	5	1.5	1.0	7	-3	26	16
CN(CC(=O)Nc1c(Cl)cccc1Cl)CC(=O)N(C)C1(C#N)CCCCC1	-1	-6	3	-2.3	2.2	4	0	-4	-12
Cc1cnc(C(=O)OCC(=O)N2CCc3ccccc3C2)cn1	-15	1	5	-0.1	0.3	1	-3	21	-8

Structural class: the compounds so far with a Cl atom (nine)
SMILES	OXTR potentiator	M1 antag	TAAR1 ag	OXTR ag	V1R ag counter	CHRM1 PAM	CHRM1 agonist	TAAR1 antag	CHO parental Ca
CCn1c(C)cc(=O)cc1-c1ccc(Cl)cc1	-7	-2	-1	0.5	0.4	8	-7	1	1
O=C(COC(=O)c1ccncc1)Nc1cccc(Cl)c1	-11	-31	18	0.5	0.2	9	3	-8	7
O=C(OCc1cn([C@@H]2CN(C(=O)C3CCCCC3)[C@@H](c3ccc(Cl)cc3)C[C@H]2O)nn1)c1ccccc1	/	-7	3	/	/	4	-6	8	/
FC(F)(F)c1cnc(NNC(=S)Nc2ccccc2Cl)c(Cl)c1	-16	13	21	17	14	-2	4	11	8
O=C(CNC(=O)c1ccccc1Cl)Nc1ccc(F)cc1	-6	4	1	-0.9	0.3	-3	-5	1	-5
CN1CCC(N(C)S(=O)(=O)c2ccc(Cl)cc2)CC1	-17	-3	0	1.6	0.6	-2	-9	-8	-9
Cc1ccc(C)c(N2CCN(C(=O)c3ccc(CS(=O)Cc4ccc(Cl)cc4)o3)CC2)c1 (configuration not stated)	-11	-2	-1	3.5	4.0	9	2	9	32
O=C(CSc1nc2ncc(Cl)cc2[nH]1)c1c[nH]c2ccccc12	-7	-10	5	1.5	1.0	7	-3	26	16
CN(CC(=O)Nc1c(Cl)cccc1Cl)CC(=O)N(C)C1(C#N)CCCCC1	-1	-6	3	-2.3	2.2	4	0	-4	-12
